From PubChem BioAssay
GALK inhibitor: inhibitors of human galactokinase (GALK); P51570; recombinant GALK, Kinase-Glo ATP luminescence, 1 h; Potency, µM (series often up to 57.5 µM), for the others: top-dose activity, negative = inhibition, actives largely listed as inhibitors; 44,000 tested, under 10 active; AID 1347072;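 also: plate controls were full GALK reaction for no effect and reaction lacking GALK for full effect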
Target sequence (P51570 whole entry, looked up): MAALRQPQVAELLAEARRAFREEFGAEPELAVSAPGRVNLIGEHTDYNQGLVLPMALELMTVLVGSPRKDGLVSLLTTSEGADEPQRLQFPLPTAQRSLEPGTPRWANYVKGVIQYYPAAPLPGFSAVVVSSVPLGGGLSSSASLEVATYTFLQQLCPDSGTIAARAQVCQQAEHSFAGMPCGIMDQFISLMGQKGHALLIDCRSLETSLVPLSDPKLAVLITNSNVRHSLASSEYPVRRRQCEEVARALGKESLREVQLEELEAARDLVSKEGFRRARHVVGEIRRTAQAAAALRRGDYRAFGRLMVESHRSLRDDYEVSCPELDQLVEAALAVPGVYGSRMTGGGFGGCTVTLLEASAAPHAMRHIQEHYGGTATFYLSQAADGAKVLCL
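Luminescent ATP-depletion readout (Kinase-Glo Plus, 10 min) after 1 h RT reaction of 5 nM GALK, 35 uM ATP, 100 uM galactose, pH 8.0 HEPES buffer. Decreased kinase activity scored as inhibition.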
p53null 39C kill: selectivity test: cytotoxicity in p53 null cells, nonpermissive temperature; H1299 p53-null (neo) cells, 39C, ATPlite viability, 24 h; Potency, µM (top dose mostly 46.1 µM), without a hit: top-dose activity, negative = cell killing, most hits filed as cytotoxic; 55,000 tested, 0.97% active;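 also: potency is read from the fitted curve at half-maximal effect; 0% = DMSO only and -100% = full killing by 100 µM tamoxifen; nearly all actives have a fitted effect of over 50% in size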
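Temperature-shift cytotoxicity format: compound titrations on p53-null or A138V-expressing H1299 cells held 24 hr at 39C, cell ATP then measured, AC50 from Hill model.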
NTMT1 inhibitor: inhibitors of human N-terminal methyltransferase NTMT1; NTMT1 MTase-Glo SAH luminescence, purified enzyme; 59,000 tested, 2.5% active; Potency, µM (highest dose often 114 µM), for inactives: at the top dose activity change, negative = inhibition, usual class: inhibitors; Q9BV86;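 also: potency is read from the fitted curve at half-maximal effect; plate controls were DMSO vehicle for no effect and no enzyme for full effect; nearly all actives have a fitted effect of over 65% in size; many of its hits are not listed in these tables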
PTAP-TSG101 blk: TSG101-PTAP interaction inhibition, HIV-1 budding; Q99816; Fluorescence polarization, FITC-PTAP peptide/Tsg101, 20 min; Potency, µM (titrated, usually from 115 µM), without a hit: top-dose activity change, negative = inhibition, actives largely listed as inhibitors; 44,000 tested, under 10 active; AID 1347069; also: potency is read from the fitted curve at half-maximal effect; 0% is about no effect
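Read-out is FITC fluorescence polarization. Compounds were added to Tsg101 binding domain (10 uM final), then FITC-PTAP peptide (50 nM final), 20 min at r.t. Total S+P intensity flags fluorescent compounds.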
FH mod: Identification of activators of human fumarate hydratase by quantitative high-throughput screening; Fumarate hydratase, mitochondrial (Homo sapiens), P07954; FH coupled MDH/diaphorase resazurin fluorescence, 15 min; Potency, µM (series often up to 79.9 µM), for inactives: at the highest dose activity change, negative = inhibition, hits mostly inhibitors; 54,000 tested, 0.22% active; AID 1347055, 2019; also: potency is read from the fitted curve at half-maximal effect; % is scaled to controls: 0 for no effect and ±100 for the full control effect; the screen sought activators but most active calls are inhibition curves; nearly all actives have a fitted effect of over 45% in size
Target sequence (P07954 whole entry, looked up): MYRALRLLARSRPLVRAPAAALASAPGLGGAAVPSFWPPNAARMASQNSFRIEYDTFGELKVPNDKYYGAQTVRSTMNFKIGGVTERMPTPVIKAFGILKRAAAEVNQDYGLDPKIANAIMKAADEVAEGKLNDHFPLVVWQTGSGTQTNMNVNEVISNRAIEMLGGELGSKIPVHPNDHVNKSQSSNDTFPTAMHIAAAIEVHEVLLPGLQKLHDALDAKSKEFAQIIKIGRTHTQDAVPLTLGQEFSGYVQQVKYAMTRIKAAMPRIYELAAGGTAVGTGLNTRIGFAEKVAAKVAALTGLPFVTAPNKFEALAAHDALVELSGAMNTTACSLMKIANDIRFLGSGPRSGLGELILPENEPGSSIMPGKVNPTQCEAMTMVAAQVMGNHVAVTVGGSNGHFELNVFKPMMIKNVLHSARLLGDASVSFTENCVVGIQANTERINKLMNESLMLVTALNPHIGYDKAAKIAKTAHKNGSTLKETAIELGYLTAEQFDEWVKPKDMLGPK
B2AR arrestin ag: ADRB2 beta-arrestin recruitment; P07550; HTLA Tango cells, beta-arrestin recruitment, luciferase luminescence, 18 h; Potency, µM (titrated, usually from 46.1 µM), for the others: top-dose activation, actives largely listed as activators; 44,000 tested, under 10 active; AID 1347077;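 also: potency is read from the fitted curve at half-maximal effect; 0% = DMSO and full agonism = EC100 isoproterenol or metaproterenol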
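Tango cells expressing recombinant beta2-AR and beta-arrestin were treated with compounds (up to 46 microM titration) in DMEM with 1% FBS for 18 hr at 37 degrees C. Beta-arrestin recruitment drove tTA-dependent luciferase, read by luminescence; curves were fitted and classed.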
p53null 32C kill: p53 null cell cytotoxicity, permissive temperature; Potency, µM (top dose mostly 46.1 µM), for inactives: top-dose activity change, negative = cytotoxicity, usual class: cytotoxic; AID 903; 55,000 tested, 0.62% active; H1299-neo p53 null cells, ATP luminescence, 24 h, 32C;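 also: potency is read from the fitted curve at half-maximal effect; 0% = DMSO only and -100% = full killing by 100 µM tamoxifen; nearly all actives have a fitted effect of over 55% in size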
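We seeded p53-null H1299-neo cells, incubated them overnight at 37C, and added compounds across a range up to 46 uM. After 24 hours at 32C, ATP reagent was applied for 20 min at room temperature and luminescence recorded.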
An asterisk follows results filed as active; ? = inconclusive; . = not tested or not shown; [ ] = another dose, or the depositor's remark. Calls follow the shape of the dose curve; as a rule, active = well fitted curve in the direction sought with a large enough effect; inconclusive = small, poorly fitted or top-dose-only effect, or another doubt; inactive = no such curve, though single readings can be large; an effect the other way counts as inactive or inconclusive.

SMILES	GALK inhibitor	p53null 39C kill	NTMT1 inhibitor	PTAP-TSG101 blk	FH mod	B2AR arrestin ag	p53null 32C kill
COc1ccc(NC(=O)c2c(NCc3cccc(F)c3)sc3c2CCC3)c(OC)c1	1%	3%	-1%	1%	-2%	8%	4%
CCCN(Cc1cccs1)C(=O)Nc1cc(Cl)c(OC)cc1OC	2%	14%	-1%	0%	-3%	-3%	-6%
CCc1ccc(S(=O)(=O)Nc2ccc3[nH]c(=O)sc3c2)cc1	1%	-16%	-2%	-6%	-15%	0%	-1%
CC(=O)Nc1c(C)nn(-c2ccccc2)c1N1CCC(C(=O)NCc2cccc(F)c2)CC1	1%	-3%	3%	-2%	2%	0%	4%
CCCC12CN3CC(CCC)(CN(C1)C3c1ccc(OCc3ccccc3)cc1)C2=O (stereo not drawn)	3%	-27%	7%	-1%	-16%	-3%	5%
O=C(NCCc1nc2ccccc2n1CCCOc1ccc(Cl)cc1)C1CCCCC1	3%	?	13%	-1%	?	-4%	34%[activator]
COc1ccc(CNCc2c(C(=O)O)n(Cc3ccc(F)cc3)c3cc(C)ccc23)cc1OC	-1%	-20%	-30%	3%	-11%	0%	-10%
CCc1ccc(NC(=O)CN(C)S(=O)(=O)c2ccc3c(c2)c(=O)n(C)c(=O)n3C)cc1	10%	-3%	4%	1%	-7%	1%	-4%
COc1ccc(-c2onc(C)c2C)cc1S(=O)(=O)N1CCC(C)CC1	-2%	3%	14%	-8%	-13%	0%	4%
Cc1cc(NC(=O)CCc2nc3cccnc3n2Cc2cccs2)ccc1Br	6%	-21%	-8%	10%	-6%	1%	?
COc1cccc(CNC(=O)c2ccc(CSc3nc4ccncc4n3Cc3cccc(C)c3)cc2)c1	-1%	-15%	-2%	10%	-10%	0%	6%
CCc1ccc2c(c1)c(=O)c(C(=O)c1ccccc1)cn2CC(=O)Nc1ccc(C)c(Cl)c1	-11%	?	?	4%	3%	0%	-5%
CCOc1ccccc1NC(=O)c1cn(C2CCCCC2)c(=O)c2c1c1ccccc1n2C	1%	-5%	1%	-6%	-11%	0%	7%
CC(C)c1nn2c(=O)cc(COC(=O)c3ccccc3NC(=O)C3CCCCC3)nc2s1	-2%	7%	-5%	-2%	-5%	0%	-7%
Cc1ccc2c(CNC3CCCC3)c(C(=O)O)n(Cc3ccc(F)cc3)c2c1	3%	?	10%	8%	-28%	-1%	-6%
Cc1ccc(N(CC(=O)Nc2ccc(OC(F)(F)F)cc2)S(=O)(=O)c2c(C)noc2C)cc1	9%	-3%	12%	-4%	-1%	0%	-1%
Cc1ccc(-c2nc(C(=O)N3CCN(c4ccccc4)CC3)c3n2CCCCC3)cc1	0%	253%[activator]	?	0%	-11%	0%	7%
O=C(CC1N=C2c3ccccc3N=C(SCc3ccc(F)cc3)N2C1=O)NCCc1ccccc1 (stereo not drawn)	1%	20%	-5%	0%	-17%	0%	5%
COc1ccc2c(c1)CC(C(=O)N1CCC(C(N)=O)CC1)CO2 (stereo not drawn)	-6%	-5%	3%	-8%	-16%	-1%	-7%
CCN(CC)c1ccc2cc(-c3nnc(Nc4ccc(C)cc4)s3)c(=O)oc2c1	-2%	-7%	-6%	46%[activator]	3%	-1%	-11%
COc1ccc(/C=C/C(=O)Nc2cccc(F)c2)cc1	0%	?	14%	0%	-11%	0%	?
COc1ccc(-c2ccc(CCC(=O)O)n2-c2ccccc2C(F)(F)F)cc1	8%	19%	-3%	0%	-21%	1%	-1%[9.22 µM]
CCOCCn1ccc2c(OCC(=O)Nc3cc(C(F)(F)F)ccc3Cl)cccc2c1=O	0%	5%	-2%	-5%	10%	-3%	-1%
Cc1cc(-c2ccc(S(=O)(=O)NCc3ccccc3Cl)s2)on1	0%	0%	3%	-1%	-13%	2%	-2%
Cc1ccc(-c2cc(NC(=O)COc3ccc(Cl)c(C)c3)on2)cc1	0%	16%	-5%	-4%	8%	-2%	-3%
Cc1ccc(NC(=O)CN2C(=O)c3cccnc3Oc3ccc(Cl)cc32)cc1	2%	2%	11%	1%	4%	1%	2%
COC(=O)c1cc(NC(=O)c2nn(C)c3c2CSc2ccccc2-3)cc(C(=O)OC)c1	3%	?	-5%	2%	-1%	-3%	5%
CCC(C(=O)Nc1cccc(C#N)c1)n1nc(-c2ccccc2)ccc1=O (stereo not drawn)	-4%	-11%	?	-1%	-5%	-1%	1%
CC(=O)N1CCc2cc(Br)cc(S(=O)(=O)N3CCC(C(=O)Nc4ccc(C(C)C)cc4)CC3)c21	7%	-15%	1%	8%	-25%	1%	11%
CC1Cn2c(C(=O)NCc3ccccc3Cl)cc3cccc(c32)S1 (stereo not drawn)	-1%	29%	-5%	-1%	-15%	1%	14%
CC(=O)c1cccc(NS(=O)(=O)c2c(C(=O)N3CCCCCC3)c(C)n(C)c2C)c1	1%	-11%	-1%	-2%	-3%	-1%	-1%
CCOc1ccc(NC(=O)CSc2nnc(CNC(=O)C34CC5CC(CC(C5)C3)C4)n2CC)cc1	-2%	-2%	89µM*	-1%	-7%	-2%	1%
Cc1cccc(N2CCN(C(=O)c3cnc4c(C)cccn4c3=O)CC2C)c1 (stereo not drawn)	-1%	8%	-6%	1%	-8%	0%	-4%
COc1ccc(-c2cn3nc(N4CCCC(C(=O)NCCCOC(C)C)C4)sc3n2)cc1 (stereo not drawn)	-4%	-17%	0%	-3%	-17%	5%	-15%
Cc1ccn2c(Nc3ccc4c(c3)OCCO4)c(-c3ccc(C)s3)nc2c1	9%	10µM*	?	-6%	-26%	-1%	?
COC(=O)C(C)Sc1nnc2cc(C)c3cc(C)cc(C)c3n12 (stereo not drawn)	-2%	-2%	?	0%	3%	-3%	-6%
Cc1ccc(CNc2ncnc3c2cnn3-c2ccc(Cl)cc2)cc1	0%	1%	26%	-2%	2%	-1%	-3%
CCOc1ccc(-c2cc3c(=O)n(Cc4nc(-c5ccc(OCC)c(OC)c5)oc4C)ccn3n2)cc1Cl	0%	0%	10%	1%	-2%	0%	2%
Cc1cc(OC(=O)c2cc(-c3ccc4c(c3)OCCO4)on2)ccc1Cl	-6%	16µM*	9%	-1%	-4%	-4%	-27%
CCOc1ccc(N(CC(=O)Nc2ccccc2CC)S(=O)(=O)c2c(C)[nH]c(=O)[nH]c2=O)cc1	1%	-14%	24%	-7%	8%	1%	-5%
CCc1ccccc1NC(=O)C1=CC(c2ccc3c(c2)OCO3)=NS(=O)(=O)N1C	2%	-5%	15%	0%	-8%	0%	2%
COc1cccc(NC(=O)Cn2cnc3c(nc4n3CCCCC4)c2=O)c1	1%	6%	11%	-1%	-7%	0%	-7%
CCc1ccc(S(=O)(=O)c2nnn3c2nc(NCc2ccccc2OC)c2cc(Cl)ccc23)cc1	7%	1%	-1%	-10%	-8%	-2%	2%
CCOC(=O)C1CCN(C(=O)CSc2n[nH]c(-c3ccc(OC)cc3)n2)CC1	-4%	-21%	-3%	-1%	-6%	0%	-8%
Cc1ccc(-c2nc3cc(NC(=O)c4cc5ccccc5o4)ccc3o2)cc1Cl	3%	5%	2%	1%	-24%	1%	-13%
CC(=O)c1ccc(NC(=O)C2Cc3ccccc3N2C(=O)c2ccccc2)cc1 (stereo not drawn)	2%	-23%	-67%	-1%	-5%	1%	-15%
CCC1CCCCN1C(=O)CSc1n[nH]c(-c2ccccc2)n1 (stereo not drawn)	4%	?	?	1%	-18%	-1%	?
Cc1ccc(S(=O)(=O)N(Cc2nc(-c3cccc(C)c3)no2)C2CCCCC2)cc1	0%	26%	8%	2%	-20%	1%	-8%
CCN(C(=O)c1nn(-c2ccc(C)cc2)c(=O)c2c1c1ccccc1n2C)c1ccc(F)cc1	1%	-5%	-1%	-2%	15%	2%	13%
CCOc1ccc(NC(=O)CCc2c(C)nc3c(-c4ccccc4)c(C)nn3c2C)cc1	1%	-22%	9%	1%	-6%	0%	2%
O=C(CN1C(=O)COc2ccc(S(=O)(=O)N3CCOCC3)cc21)NCc1ccc(Cl)cc1	4%	-25%	-3%	-1%	-13%	0%	-7%
CCN(CC)S(=O)(=O)c1ccc(C(=O)NC2CC(=O)N(c3ccc(OC)c(OC)c3)C2)cc1 (stereo not drawn)	0%	9%	1%	0%	-2%	-3%	-11%
COc1ccccc1NC(=O)Cn1c(=O)n(CCc2ccccc2)c(=O)c2c3c(sc21)CN(C(C)=O)CC3	-2%	-1%	4%	12%	-22%	0%	-3%
COc1ccc(NC(=O)c2ccco2)cc1NC(=O)c1ccccc1[N+](=O)[O-]	3%	-23%	-3%	0%	-4%	7%	-5%
Cc1ccc(C)c(Cn2c(=O)n(Cc3ccc(C(=O)NC4CCN(Cc5ccccc5)CC4)cc3)c(=O)c3ccccc32)c1	4%	-15%	1%	0%	0%	1%	10%
Cc1cc(C)c(-c2n[nH]c3c2C(c2ccccc2F)N(Cc2ccco2)C3=O)c(O)c1 (stereo not drawn)	-1%	16µM*	7%	5%	?	0%	14%
O=C(Nc1cccnc1Cl)c1cc(-c2cccc(Cl)c2)on1	2%	18%	.	0%	.	1%	7%
COc1cc(NC(=O)CC2C(=O)N(c3ccc(Cl)cc3)C(=O)N2Cc2cccs2)cc(OC)c1 (stereo not drawn)	0%	-1%	.	-5%	.	0%	-2%
Cc1ccc(Nc2c(-c3ccc(C)cc3)nc3ccc(C)cn23)cc1	3%	-20%	6%	0%	-8%	-2%	4%
CCOc1cc(C(=O)Nc2ccc(-c3nc4cc(Cl)ccc4o3)cc2)cc(OCC)c1OCC	-3%	-12%	10%	2%	5%	0%	7%
Remaining list, next part.
SMILES	GALK inhibitor	p53null 39C kill	NTMT1 inhibitor	PTAP-TSG101 blk	FH mod	B2AR arrestin ag	p53null 32C kill
O=C1COc2cc(S(=O)(=O)CCC(=O)N3CCN(c4ccccc4)CC3)c(Cl)cc2N1	-1%	1%	0%	0%	-5%	0%	7%
O=S(=O)(c1ccc(Br)cc1)c1nnn2c1nc(Nc1cccc(C(F)(F)F)c1)c1sccc12	-1%	11%	-9%	-1%	3%	0%	2%
Cc1ccc(-c2cc(NC(=O)C(C)Oc3ccccc3F)on2)cc1 (stereo not drawn)	-2%	?	6%	-1%	?	0%	-3%
COc1ccc(CC(=O)NCc2ccc3c(c2)CCN3C(=O)c2ccc(Cl)cc2)cc1OC	-1%	5%	?	5%	-23%	-2%	-7%

Grouped by structure, the compounds so far containing a COOH group (three)
SMILES	GALK inhibitor	p53null 39C kill	NTMT1 inhibitor	PTAP-TSG101 blk	FH mod	B2AR arrestin ag	p53null 32C kill
COc1ccc(CNCc2c(C(=O)O)n(Cc3ccc(F)cc3)c3cc(C)ccc23)cc1OC	-1%	-20%	-30%	3%	-11%	0%	-10%
Cc1ccc2c(CNC3CCCC3)c(C(=O)O)n(Cc3ccc(F)cc3)c2c1	3%	?	10%	8%	-28%	-1%	-6%
COc1ccc(-c2ccc(CCC(=O)O)n2-c2ccccc2C(F)(F)F)cc1	8%	19%	-3%	0%	-21%	1%	-1%[9.22 µM]

These rows are one share of the data; rates above refer to the full screens.
